Screening data from PubChem BioAssay.
Tb PYK inh: T. brucei pyruvate kinase inhibition; Q57TT1; TbPYK enzyme, Kinase-Glo Plus ATP luminescence, 45 min; Potency, µM (doses to about 76.8 µM), inactives show at the top dose activity, negative = inhibition, most hits filed as inhibitors; hit rate 0.12% among 410,000; note: nearly all actives have a fitted effect of over 50% in size
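In this concentration-response screen, enzyme-free wells defined baseline while DMSO plates tracked drift. Each reaction combined TbPYK, substrate, compound and 130 uM ADP for 45 min at room temperature. Kinase-Glo Plus luminescence gave the signal.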
Sm TGR block: inhibitors of Schistosoma mansoni thioredoxin glutathione reductase. Q962Y6. purified TGR, DTNB reduction, TNB absorbance 405 nm. Potency, µM (highest dose often 114 µM), for the others: at the top dose activity change, negative = inhibition, hits mostly inhibitors. hit rate 3% among 360,000. AID 485364; note: nearly all actives have a fitted effect of over 60% in size
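First, TGR (20 nM dispensed) and NADPH were mixed with compound. Second, a 15 min room-temperature incubation followed. Third, further NADPH and then DTNB were added to start the reaction. Finally, TNB absorbance was monitored kinetically.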
Active calls of the source: *; [ ] = remark or other dose. Calls come from the whole dose curve; as a rule, active = well fitted curve in the direction sought with a large enough effect; inconclusive = small, poorly fitted or top-dose-only effect, or another doubt; inactive = no such curve, though single readings can be large; an effect the other way counts as inactive or inconclusive. % is set by controls: 0 for no effect and ±100 for the full control effect; potency is the fitted concentration of half-maximal effect. Not all compounds are listed (hit frequency here may not be typical).

`CCOc1ccc(-c2cc(C)n3nc(C(=O)Nc4cc(Cl)ccc4O)cc3n2)cc1` gave Tb PYK inh -4% and Sm TGR block 1%.
Screening Cc1c(C(=O)Nc2cccc(C#N)c2)sc2nc3n(c(=O)c12)CCCCC3 returned Tb PYK inh -5% and Sm TGR block 5.6µM*.
Screening CCc1ccc(OCC2c3cc(OC)c(OC)cc3CCN2C(=O)c2ccc(S(=O)(=O)N3CCCC3)cc2)cc1 (stereo unspecified) returned Tb PYK inh -4% and Sm TGR block 6%.
`COc1ccc(Cn2ccc3nc(C)c(C(=O)N4CCN(c5ccc(F)cc5)CC4)cc3c2=O)cc1` gave Tb PYK inh -1% and Sm TGR block 5%.
Screening CCCN(Cc1cccs1)C(=O)Nc1cc(Cl)ccc1C returned Tb PYK inh -1% and Sm TGR block 4%.
Screening COC(=O)c1c(-c2ccc(Cl)cc2)noc1N1CCN(c2ccc(F)cc2)CC1 returned Tb PYK inh -5% and Sm TGR block 3%.
Screening CCCCCN1C(C(=O)c2ccccc2)=C(NC(C)=O)c2ccccc2S1(=O)=O returned Tb PYK inh -2% and Sm TGR block -2%.
`CCOc1cc(C2c3c(oc4cc(C)cc(C)c4c3=O)C(=O)N2CCO)ccc1O` (stereo unspecified) gave Tb PYK inh -4% and Sm TGR block inconclusive.
`O=C(C1CC1)N1CCc2cc(Br)cc(S(=O)(=O)N3CCN(c4ccccc4)CC3)c21` gave Tb PYK inh 3% and Sm TGR block 13%.
Screening Cc1nc2nc(SCC(=O)NCCc3ccccc3)nn2c(C)c1Cc1c(F)cccc1Cl returned Tb PYK inh -4% and Sm TGR block -6%.
CCOC(=O)N1CCc2c(sc(NCc3ccc(OC)c(Br)c3)c2C(=O)Nc2cc(OC)ccc2OC)C1 was read as Tb PYK inh -15% and Sm TGR block -20%.
Screening COc1ccc(-c2nc3ccccc3s2)cc1NC(=O)c1cccc([N+](=O)[O-])c1C returned Tb PYK inh -9% and Sm TGR block -1%.
For Cc1ccc(CNC(=O)C(=O)NCC(c2cccs2)S(=O)(=O)c2ccccc2)cc1 (stereo unspecified) the results were Tb PYK inh 0%[15.4 µM] and Sm TGR block 2%.
`COc1ccc(-c2cc(C(F)(F)F)n3nc(C(=O)NCC45CC6CC(CC(C6)C4)C5)cc3n2)cc1OC` gave Tb PYK inh 5% and Sm TGR block -7%.
COc1ccc(C)cc1NC(=O)NCCn1nnc2cc(S(=O)(=O)N(C)C)ccc21 was read as Tb PYK inh -2% and Sm TGR block -6%.
`COc1ccc2c(c1)c1c(c(=O)n(-c3ccc(OC)c(OC)c3)c(=O)n1CC(=O)N1CCCC1)n2C` gave Tb PYK inh 4% and Sm TGR block -7%.
For CCOC(=O)c1c(C)[nH]c(C)c1S(=O)(=O)N(C)CC(=O)N1CCN(c2ccc(Cl)cc2)CC1 the results were Tb PYK inh -2% and Sm TGR block 1%.
Cc1ccc(NC(=O)Nc2nnc(N(CC(C)C)CC(C)C)s2)cc1Cl was read as Tb PYK inh 0% and Sm TGR block 1%.
Screening Cc1cc(C)cc(NC(=O)N2CCN(C)c3ncccc32)c1 returned Tb PYK inh -4% and Sm TGR block 1%.
`COc1cc(NC(=O)c2nn(C)c3c2COc2ccccc2-3)cc(OC)c1OC` gave Tb PYK inh 4% and Sm TGR block 32µM*.

Already shown: 10 of the compounds above.
CCOC(=O)N1CCc2c(sc(NCc3ccc(OC)c(Br)c3)c2C(=O)Nc2cc(OC)ccc2OC)C1 was read as Tb PYK inh -15% and Sm TGR block -20%.
Screening COc1ccc(-c2nc3ccccc3s2)cc1NC(=O)c1cccc([N+](=O)[O-])c1C returned Tb PYK inh -9% and Sm TGR block -1%.
For Cc1ccc(CNC(=O)C(=O)NCC(c2cccs2)S(=O)(=O)c2ccccc2)cc1 (stereo unspecified) the results were Tb PYK inh 0%[15.4 µM] and Sm TGR block 2%.
`COc1ccc(-c2cc(C(F)(F)F)n3nc(C(=O)NCC45CC6CC(CC(C6)C4)C5)cc3n2)cc1OC` gave Tb PYK inh 5% and Sm TGR block -7%.
COc1ccc(C)cc1NC(=O)NCCn1nnc2cc(S(=O)(=O)N(C)C)ccc21 was read as Tb PYK inh -2% and Sm TGR block -6%.
`COc1ccc2c(c1)c1c(c(=O)n(-c3ccc(OC)c(OC)c3)c(=O)n1CC(=O)N1CCCC1)n2C` gave Tb PYK inh 4% and Sm TGR block -7%.
For CCOC(=O)c1c(C)[nH]c(C)c1S(=O)(=O)N(C)CC(=O)N1CCN(c2ccc(Cl)cc2)CC1 the results were Tb PYK inh -2% and Sm TGR block 1%.
Cc1ccc(NC(=O)Nc2nnc(N(CC(C)C)CC(C)C)s2)cc1Cl was read as Tb PYK inh 0% and Sm TGR block 1%.
Screening Cc1cc(C)cc(NC(=O)N2CCN(C)c3ncccc32)c1 returned Tb PYK inh -4% and Sm TGR block 1%.
`COc1cc(NC(=O)c2nn(C)c3c2COc2ccccc2-3)cc(OC)c1OC` gave Tb PYK inh 4% and Sm TGR block 32µM*.

Following part:
`CC(C)c1ccc(NC(=O)C2(C)Cc3ccccc3C(=O)O2)cc1` (stereo unspecified) gave Tb PYK inh -2% and Sm TGR block -3%.
For Cc1ccc(C)c(NC(=O)Cn2c(=O)n(Cc3ccccc3)c(=O)c3oc4ccccc4c32)c1 the results were Tb PYK inh 1% and Sm TGR block 1%.
Screening COc1ccc(Cl)cc1-n1nnc(-c2nc(-c3ccccc3)no2)c1C returned Tb PYK inh -7% and Sm TGR block 12%.
For Cc1ccc(NC(=O)Cc2c(C(=O)O)c(C)cn2C)cc1Cl the results were Tb PYK inh 0% and Sm TGR block -2%.
Screening COc1ccc(OC)c(NC(=O)Cn2ccc3ccccc3c2=O)c1 returned Tb PYK inh -4% and Sm TGR block 18%.
O=C(CCC1N=C2c3ccccc3N=C(SCc3ccccc3F)N2C1=O)NC1CCCCC1 (stereo unspecified) was read as Tb PYK inh 2% and Sm TGR block -3%.
For CCOc1ccc(NC(=O)c2oc3ccccc3c2NC(=O)C2CCCCC2)cc1 the results were Tb PYK inh -8% and Sm TGR block -3%.
For COc1ccc2c(c1)CC(NC(=O)Nc1cc(Cl)ccc1OC)CO2 (stereo unspecified) the results were Tb PYK inh 2% and Sm TGR block -2%.
Screening O=C(Cn1c(-c2cccs2)cc2ccccc21)NCCCN1CCN(c2cccc(Cl)c2)CC1 returned Tb PYK inh -10% and Sm TGR block inconclusive.
CCOC(=O)C1CCCN(C(=O)c2cccc(NC(=O)c3nsc4ccccc34)c2)C1 (stereo unspecified) was read as Tb PYK inh -4% and Sm TGR block 5%.
COc1ccccc1CNc1nc2c(S(=O)(=O)c3ccc(C)c(C)c3)nnn2c2ccc(Cl)cc12 was read as Tb PYK inh 0% and Sm TGR block -2%.
CC(=O)c1ccc(NC(=O)c2cccc(NC(=O)N3CCSc4ncccc43)c2)cc1 was read as Tb PYK inh -3%[15.4 µM] and Sm TGR block 1%.
`COc1ccccc1CNC(=O)C1CCN(c2nn3c(=O)cc(C)nc3s2)CC1` gave Tb PYK inh -1% and Sm TGR block -8%.
Screening O=C(NC1CC(=O)N(c2ccc(F)cc2)C1)c1ccc(S(=O)(=O)N2CCOCC2)cc1 (stereo unspecified) returned Tb PYK inh -2% and Sm TGR block 10%.
CCOc1ccc(C2C(=O)N(C3CCCCCC3)CC(=O)N2Cc2ccccc2)cc1OC (stereo unspecified) was read as Tb PYK inh -2% and Sm TGR block 6%.
Screening CC(=O)c1cccc(NC(=O)CCc2c(C)nc3c(-c4ccc(F)cc4)c(C)nn3c2C)c1 returned Tb PYK inh 8% and Sm TGR block -15%.
For CSc1nn(Cc2ccccc2C)c(NC(C)=O)c1S(=O)(=O)c1ccc(C)cc1 the results were Tb PYK inh 1% and Sm TGR block 1%.
COc1ccc(C)cc1NC(=O)C1CCN(S(=O)(=O)c2cc(Br)cc3c2N(C(C)=O)CC3)CC1 was read as Tb PYK inh -2% and Sm TGR block -2%.
`COC(=O)c1ccc(NC(=O)N2CCN(Cc3cc(=O)n4nc(-c5ccc(C)cc5)sc4n3)CC2)cc1` gave Tb PYK inh 0% and Sm TGR block 5%.
`CCc1c(-c2ccccc2)nc2ccccc2c1C(=O)NCc1ccc(C)cc1` gave Tb PYK inh -7% and Sm TGR block 0%.
For CCOC(=O)c1[nH]c(C)c(CCC(=O)Nc2cccc(SC)c2)c1C the results were Tb PYK inh 1% and Sm TGR block -1%.
`COc1ccc(N2CCN(Cc3nc4c(c(=O)[nH]c(=O)n4C)n3Cc3ccccc3C)CC2)cc1` gave Tb PYK inh 0% and Sm TGR block -6%.
For O=c1c2sc3ccccc3c2n(Cc2ccc(F)cc2Cl)c(=O)n1Cc1ccccc1 the results were Tb PYK inh -11% and Sm TGR block 1%.
`Cc1nc2nc(SCC(=O)NCCc3ccc(Cl)cc3)nn2c(C)c1Cc1ccccc1` gave Tb PYK inh 1% and Sm TGR block 1%.
`CCOc1ccc(CNC(=O)c2cc3ccccn3n2)cc1OC` gave Tb PYK inh -4% and Sm TGR block -1%.
`Cc1ccc(CNc2nc3ccc(C)cc3n3nnnc23)cc1` gave Tb PYK inh 1% and Sm TGR block 0%.
For CCOC(=O)c1ccccc1NC(=O)Cn1ncc2c([nH]c3ccccc32)c1=O the results were Tb PYK inh 2% and Sm TGR block -5%.
Screening O=C(Nc1c(C(=O)Nc2ccc(F)cc2)oc2ccccc12)c1ccccc1F returned Tb PYK inh 2% and Sm TGR block 9%.
CCN(CC)CCCNC(=O)c1cn(CC)c2ccc(S(=O)(=O)N3CCC(C)CC3)cc2c1=O was read as Tb PYK inh -2% and Sm TGR block 2%.
Screening Cc1ccc(Cn2c(=O)n(CCc3ccc(Cl)cc3)c(=O)c3ccccc32)cc1 returned Tb PYK inh -7% and Sm TGR block 0%.
For Cc1ccc(C(=O)CSc2nc(-c3ccccc3)nc3c2CCCC3)cc1C the results were Tb PYK inh -9% and Sm TGR block 0%.
Screening CC(C)Oc1ccc(C(=O)NCC(c2ccc(N(C)C)cc2)N2CCCC2)cc1 (stereo unspecified) returned Tb PYK inh -9% and Sm TGR block -25%.
For COc1ccc(-c2ccnc3c2c(=O)n(C)c(=O)n3C)cc1OC the results were Tb PYK inh 0% and Sm TGR block 14%.
`O=C(Cn1c(=O)n(-c2ccccc2)c(=O)c2ccc(C(=O)NCc3ccc4c(c3)OCO4)cc21)Nc1ccc(Br)cc1` gave Tb PYK inh -3% and Sm TGR block -8%.
Screening CCC(NC(=O)Nc1cc(Cl)ccc1OC)c1c(-n2cccc2)sc2c1CCN(C)C2 (stereo unspecified) returned Tb PYK inh -11% and Sm TGR block -10%.
COc1cc2ccccc2cc1C(=O)Nc1ccc2oc(-c3ccc(Cl)cc3)nc2c1 was read as Tb PYK inh 2% and Sm TGR block 1%.
For Cc1ccc2cccc(NC(=O)c3ccc(-c4cccc(Cl)c4Cl)o3)c2n1 the results were Tb PYK inh 2% and Sm TGR block 0%.
CCN1CCc2c(sc(-n3cccc3)c2C(C)NC(=O)Nc2cc(Cl)c(OC)cc2OC)C1 (stereo unspecified) was read as Tb PYK inh -5% and Sm TGR block -6%.
Screening CCOC(=O)c1ccc(NC(=O)CCc2c(C)nc3c(c(C)nn3C(C)(C)C)c2C)cc1 returned Tb PYK inh -1% and Sm TGR block 1%.
Screening CCOc1ccc(C(=O)Nc2ccc(-n3nncc3-c3ccc(OC)cc3)cc2)cc1 returned Tb PYK inh 0% and Sm TGR block 3%.
For O=C(c1ccc2c(c1)N(Cc1cccc(Cl)c1)C(=O)c1ccccc1S2(=O)=O)N1CCc2ccccc21 the results were Tb PYK inh 3% and Sm TGR block 9%.
Screening CCCc1cc(=O)[nH]c(Nc2ccc(O)cc2C)n1 returned Tb PYK inh -6% and Sm TGR block -5%.
For COc1cc(OC)cc(C(=O)Nc2ccc(S(=O)(=O)N3CCCCC3c3cccnc3)cc2)c1 (stereo unspecified) the results were Tb PYK inh 6% and Sm TGR block 8%.
Screening Cc1ccc(NC(=O)CSc2nc(-c3ccc(F)cc3)cc(C(F)(F)F)c2C#N)cc1 returned Tb PYK inh 0% and Sm TGR block -4%.
For O=C(Nc1cccc(C(F)(F)F)c1)C1CCN(S(=O)(=O)c2cccs2)CC1 the results were Tb PYK inh 1% and Sm TGR block -1%.
Screening CCc1ccc(Nc2nc3c(S(=O)(=O)c4ccc(C)cc4)nnn3c3ccsc23)cc1 returned Tb PYK inh -3% and Sm TGR block -1%.
`CCOC(=O)C1CCN(C(c2ccccc2)c2c(O)cc(C)n(Cc3ccco3)c2=O)CC1` (stereo unspecified) gave Tb PYK inh 8% and Sm TGR block 8.9µM*.
`CCOC(=O)c1[nH]c(C)c(CCC(=O)Nc2cc(Cl)ccc2C)c1C` gave Tb PYK inh 1% and Sm TGR block -2%.
Cc1cc(C)cc(NC(=O)c2cc(S(=O)(=O)N3CCc4ccccc43)cn2C)c1 was read as Tb PYK inh -3% and Sm TGR block -7%.
`COc1ccc(NC(=O)/C(C#N)=C/c2ccc(C)o2)cc1` gave Tb PYK inh -1% and Sm TGR block 1%.
`CSc1cccc(NS(=O)(=O)c2cn(C)c(C)n2)c1` gave Tb PYK inh 2% and Sm TGR block 5%.
For Cc1ccccc1CSc1ncc(Cl)c(C(=O)Nc2nc3ccc(F)cc3s2)n1 the results were Tb PYK inh -7% and Sm TGR block -6%.
Screening CCOc1ccc(CCNC(=O)c2nnc(Cc3ccc(Cl)cc3Cl)o2)cc1OCC returned Tb PYK inh -2% and Sm TGR block 8%.
